Ba/F3 V617F tox: lowers viability of Ba/F3 cells expressing EpoR and JAK2V617F. ATP luminescence. inhibition, % at 5.6 µM. 1.1% of 220,000 active. AID 1446;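 active = inhibition above the campaign mean plus 3 SD over all tested compounds, cut at about 24% in these data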;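 note: cytokine-independent growth of Ba/F3 cells driven by EpoR plus mutant JAK2; 0% = DMSO-treated cells and 100% = JAK inhibitor I control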
p47phox inh: inhibitors of human p47phox binding | p47phox/p22phox peptide binding, fluorescence polarization, 2 h | AID 1274 | P14598 | 0.53% of 220,000 active | inhibition, % at 24.7 µM;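 active = inhibition above about 30%, limit read from the data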;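 note: 0% = p47phox with labelled peptide and 100% = labelled peptide alone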
Target sequence (P14598 whole entry, looked up): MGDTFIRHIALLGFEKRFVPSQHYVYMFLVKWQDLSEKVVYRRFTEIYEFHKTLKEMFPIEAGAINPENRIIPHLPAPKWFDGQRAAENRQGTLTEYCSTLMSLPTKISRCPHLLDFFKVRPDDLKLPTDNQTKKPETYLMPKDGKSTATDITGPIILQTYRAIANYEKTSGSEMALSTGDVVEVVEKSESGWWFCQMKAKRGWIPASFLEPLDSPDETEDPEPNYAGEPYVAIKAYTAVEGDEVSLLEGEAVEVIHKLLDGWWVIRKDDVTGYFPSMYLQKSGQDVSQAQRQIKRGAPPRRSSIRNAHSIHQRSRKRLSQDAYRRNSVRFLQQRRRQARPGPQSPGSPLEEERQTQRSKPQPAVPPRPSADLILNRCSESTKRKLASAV
NPY-Y1 PAM-ag: human NPY-Y1 potentiation or agonism, primary screen. NPY-Y1 expressing cells, potentiator/agonist activation. activation, % at 3.6 µM. 0.37% of 220,000 active; in the data active = activation above about 33%, passing the limit was not always enough;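 note: cells stimulated with NPY at EC10 then isoproterenol at EC100; 0% = low agonist plus stimulus and 100% = saturating agonist plus stimulus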
S1P4 antag: blocks the human S1P4 receptor; 0.26% of 220,000 active; S1P4-expressing cells, antagonist mode, reporter read-out; inhibition, % at 4.98 µM; in the data active = inhibition above about 29%;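 note: 0% = wells stimulated with agonist and 100% = vehicle wells without agonist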
CHOP inh: inhibitors of CHOP induction in ER stress response; 3.8% of 220,000 active; CHO-K1 CHOP-promoter luciferase, tunicamycin-induced, 15-18 h; inhibition, % at 10 µM;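 active = compounds that reduced the stress-induced luciferase reporter signal by more than about 70% of percent inhibition, limit read from the data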;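 note: 0% = tunicamycin plus vehicle and 100% = wells without tunicamycin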
NPY-Y1 antag: antagonists of human neuropeptide Y receptor Y1. P25929. HEK293-CNG Y1 cells, membrane potential fluorescence; NPY at EC95, then isoproterenol. inhibition, % at 3.6 µM. 1% of 200,000 active. AID 1040;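 active = inhibition above the campaign mean inhibition of all tested compounds plus 3 SD, cut at about 20% in these data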;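 note: 0% = DMSO wells given NPY plus isoproterenol and 100% = isoproterenol alone without NPY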
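Material: HEK293 Y1/CNG channel cell line | Also added: NPY (25 nM), isoproterenol (1 µM), Ro 20-1724 (25 µM) | Compound: One concentration, 3.6 µM, in 0.4% DMSO | Schedule: 3 h dye uptake, 1 h room-temperature compound, 45 min post-isoproterenol | Signal: Membrane-potential fluorescent dye readout | Read-out: % inhibition of NPY effect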
S1P4 agonist: agonists of human S1P4 receptor; AID 1509; activation, % at 4.98 µM; O95977; 0.35% of 220,000 active; S1P4-expressing cell line, agonist reporter assay; in the data active = activation above about 11%;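 note: 0% = DMSO vehicle and 100% = reference agonist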
BaF3 tox: counter-screen for JAK2V617F inhibitors: parental Ba/F3 viability inhibitors; AID 1486; inhibition, % at 5.6 µM; 1.1% of 220,000 active; CellTiter-Glo ATP luminescence;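 active = inhibition above a per-campaign cutoff, the mean inhibition of all tested compounds plus 3 SD, cut at about 27% in these data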;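 note: 0% = DMSO wells and 100% = JAK Inhibitor I control wells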
NPY2 pot ag: human NPY-Y2 potentiation or agonism, primary screen. P49146. AID 1359. activation, % at 3.6 µM. cells expressing NPY-Y2, potentiator/agonist read-out. 0.45% of 220,000 active; in the data active = activation above about 27%;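 note: cells stimulated with NPY near EC25 plus isoproterenol at EC100; 0% = vehicle plus submaximal agonist and 100% = vehicle plus saturating agonist; some results beyond the cut were filed as inactive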
Target sequence (P49146 whole entry, looked up): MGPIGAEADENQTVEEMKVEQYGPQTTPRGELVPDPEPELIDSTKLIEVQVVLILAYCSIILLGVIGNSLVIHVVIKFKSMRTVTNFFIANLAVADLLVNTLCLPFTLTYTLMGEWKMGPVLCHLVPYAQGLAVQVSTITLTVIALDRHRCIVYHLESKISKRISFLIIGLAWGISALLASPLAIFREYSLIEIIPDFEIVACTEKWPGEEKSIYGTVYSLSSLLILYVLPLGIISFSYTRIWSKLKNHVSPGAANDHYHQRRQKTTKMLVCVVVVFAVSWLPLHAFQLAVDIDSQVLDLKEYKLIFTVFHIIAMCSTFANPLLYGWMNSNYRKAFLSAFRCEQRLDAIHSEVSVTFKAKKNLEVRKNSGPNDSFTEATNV
* hit, by the source's call; . = no result given; & = joins results of further samples. Not all compounds are listed (hit frequency here may not be typical).

Molecule | Ba/F3 V617F tox | p47phox inh | NPY-Y1 PAM-ag | S1P4 antag | CHOP inh | NPY-Y1 antag | S1P4 agonist | BaF3 tox | NPY2 pot ag
O=C(c1cc(=O)[nH]c2ccc(Br)cc12)N1CCC2(CC1)OCCO2 | 3 | -2 | -7 | -7 | 1 | -6 | 1.2 | 3 | -9
CCC(=NCCc1ccccc1)c1c(O)n(C2CCCCC2)c(=O)[nH]c1=O | -4 | -10 | -40 | 0 | 59 | -3 | 0.2 | 3 | 2
CCN(CC)c1ccc([N+](=O)[O-])c2cccnc12 | 4 | . | -23 | -4 | 12 | 8 | 1.4 | 5 | -10
CCOc1ccc(-n2c(O)c(C=NCCCn3ccnc3)c(=O)[nH]c2=O)cc1 | 1 | -6 | 14 | -10 | -5 | 1 | 0.1 | 6 | 4
Nc1ccc(S(=O)(=O)N2CCCCC2c2cccnc2)cc1 (configuration not stated) | -1 | -13 | 12 | 2 | 9 | 6 | -0.1 | 5 | -4
C(=N\NC1=NCCCCC1)/c1c[nH]c2ccccc12 | 2 | -13 | -33 | 2 | -5 | . | -1.0 | 4 | -26
C=CCn1c(O)c(C(CC)=Nc2ccc(C(=O)O)cc2)c(=O)[nH]c1=O | -1 | -7 | -3 | -11 | 6 | . | -1.6 | -3 | 2
O=c1[nH]c(=S)[nH]c(O)c1N=Nc1ccc(SC(F)F)cc1 | 2 | -24 | -2 | 15 | 5 | . | -1.4 | 2 | 2
CCc1ccc(CNCCc2ccc(F)cc2)cc1 | 2 | 0 | -4 | -8 | 16 | 9 | 0.1 | 3 | -3
O=C(COC(=O)c1ccc(O)cc1)Nc1ccc(Cl)cc1C(=O)c1ccccc1 | -3 | -16 | -44 | -9 | 102* | 17 | 1.8 | 3 | -7
CCOc1ccc(-n2c(O)c(C=NCCN3CCNCC3)c(=O)[nH]c2=O)cc1 | 0 | -9 | 1 | -3 | 23 | 0 | -0.7 | 4 | -6
O=C1NC(=O)C(=Cc2ccc(OCCOc3ccc([N+](=O)[O-])cc3)cc2)C(=O)N1 | 1 | 1 | 13 | -11 | 3 | -1 | -0.4 | 7 | 3
Cc1ccc(N2C(=O)NC(=O)/C(=C\C=C\c3ccco3)C2=O)cc1C | -2 | -18 | 10 | -13 | 110* | -3 | 0.2 | 1 | 5
C(#CCN1CCOCC1)COCc1ccccc1 | -1 | -5 | -1 | -7 | 32 | 2 | -3.1 | 2 | 9
Oc1c(Br)cc(Br)cc1CN1CCN(Cc2ccccc2)CC1 | -3 | 9 | 6 | 11 | 9 | 3 | -1.5 | -1 | -2
COc1ccc(C)cc1NC(=O)N1CCC2(CC1)OCCO2 | -3 | -2 | -7 | -9 | 46 | 3 | 1.1 | 1 | -3
c1ccc2cc(CC3=NCCN3)ccc2c1 | -3 | 1 | 1 | -15 | 11&-2 | 5 | 3.7 | 0 | -12
CNC(=S)N1CC2CC(C1)c1cccc(=O)n1C2 (configuration not stated) | 1 | -12 | -9 | 3 | 5 | -2 | 0.1 | 7 | 1
CN(C)c1ccc(C=C(C#N)C#N)cc1 | 5 | -12 | 3 | 0 | -13 | 3 | 1.3 | 10 | 6
CC(=O)Nc1ccccc1C(=O)OCC(=O)c1ccccc1Cl | 11 | -6 | -5 | -28 | 19 | -4 | 1.1 | 2 | -8
CCN1C(=O)NC(=O)/C(=C/c2cc(C)n(-c3sc(C)c(C)c3C#N)c2C)C1=O | 0 | -58 | -8 | -20 | 5 | -8 | -0.4 | 2 | 8
O=C(CN1CCOCC1)NCC(=O)Nc1ccc(Br)cc1C(=O)c1ccccc1 | -1 | -12 | 11 | 2 | -5 | 4 | 1.5 | 4 | -1
O=c1cccc2n1C[C@H]1C[C@@H]2CN2CCCC[C@@H]12 | 0 | -10 | 21 | 2 | 5 | . | 0.6 | -11 | 4
CCOC(=O)c1c(C)c(P(=S)(N2CCOCC2)N2CCOCC2)n(C)c1C | -4 | 0 | -2 | 10 | -15 | -9 | -2.1 | 4 | 0
CCn1c(O)c(/C=N/NC(=O)c2ccncc2)c(=O)[nH]c1=S | 0 | -241 | 9 | -13 | -4 | 6 | 1.4 | 4 | -1
Cn1cccc1CNCCc1ccccc1 | 0 | -139 | 2 | -11 | -6 | 0 | -0.6 | 5 | -4
Cn1c(=O)c2nncnc2n(C)c1=O | -4 | 4 | 0 | -1 | 11 | -3 | -0.8 | 0 | 6
COc1ccc(-c2nc(CSCC(=O)N3CCC4(CC3)OCCO4)c(C)o2)cc1OC | 3 | -55 | -3 | -24 | 14 | 1 | -1.5 | 6 | -4
CC12CC[C@H]3[C@@H](CCC4(O)C[C@H](O)CCC34/C=N/NC(=O)c3ccccc3F)C1(O)CCC2C1=CC(=O)OC1 (some centres not stated) | -2 | -5 | -25 | 5 | -5 | . | 1.1 | 3 | -48
O=[N+]([O-])c1ccc(N2CCCC2)cc1N/N=C1\CN2CCC1CC2 | 1 | -6 | 17 | -13 | 17 | -3 | 1.1 | 9 | 10
CC1=CC(=C2C(=O)NC(=O)NC2=O)C=C(C(F)(F)F)N1Cc1ccccc1 | 3 | 4 | -4 | -11 | 4 | 0 | 0.2 | 5 | -4
Cc1c(C(c2ccc(F)cc2)c2c(O)c3ccccc3oc2=O)c(=O)n(-c2ccccc2)n1C (configuration not stated) | -3 | -1 | -3 | -21 | 35 | -1 | 2.3 | -2 | -20
O=C(Cn1cnc2ccccc2c1=O)NCC(=O)N1CCC2(CC1)OCCO2 | 0 | -6 | -20 | 7 | -8 | 1 | 0.7 | 37* | 3
COc1cc(C(c2c(C)[nH]n(-c3ccccc3)c2=O)c2c(C)[nH]n(-c3ccccc3)c2=O)cc(OC)c1OC | 2 | -6 | -2 | -9 | 9 | -1 | 2.4 | 6 | 10
Cn1cccc1/C=C1/C(=O)NC(=S)N(Cc2ccc(F)cc2)C1=O | -1 | -2 | -8 | -1 | -85 | . | 2.2 | -1 | -11
Cc1ccc(-n2c(O)c(C=N)c(=O)n(-c3ccc(C)cc3)c2=O)cc1 | 0 | -9 | -19 | 13 | 12 | . | 0.4 | -4 | 9

Further results
Sequence of screens: Ba/F3 V617F tox, p47phox inh, NPY-Y1 PAM-ag, S1P4 antag, CHOP inh, NPY-Y1 antag, S1P4 agonist, BaF3 tox, NPY2 pot ag
- Cn1cccc1/C=C1/C(=O)NC(=O)N(Cc2ccc(F)cc2)C1=O
 : 3, -26, -11, -4, -41, ., 0.2, 0, -24
- CC(=O)c1c(O)n(C)c(=S)n(-c2ccccc2)c1=O
 : -3, -10, -12, -7, 22, -7, 2.1, 2, 0
- CCOC(=O)c1c(C)n(Cc2ccccc2)c2ccc(OCC(O)Cn3nc(C)cc3C)cc12 (configuration not stated)
 : 5, -2, -18, -7, 25, 0, 2.7, 4, -6
- CC(c1ccccc1F)n1cc(C(=O)Nc2ccc3nc[nH]c3c2)nn1 (configuration not stated)
 : -4, -2, 5, 2, -2, 9, -0.3, 2, -3
- CC(=O)NC(Cc1ccc(N(CCCl)CCCl)cc1)C(=O)NC(C(=O)O)C(C)C (configuration not stated)
 : 3, -6, -5, 3, -5, 1, -0.6, 2, 3
- O=C1CC(=O)N(c2cccc(Cl)c2)C(=O)N1
 : 1, -14, -11, -6, 11, -3, 1.3, 3, -6
- CCN(CC)C(=O)N[C@H]1C[C@@H]2c3cccc4[nH]cc(c34)C[C@H]2N(C)C1
 : 0, -7, 84*, -21, 5, -11, 1.5, 7, 72*
- CCOC(=O)C1(c2ccccc2)CCN(CC(=O)Nc2ccc(C)cc2)CC1
 : 4, -13, -6, -11, 31, 12, -1.2, 7, -18
- CC(N)Cc1c[nH]c2cc3c(cc12)OCCO3 (configuration not stated)
 : -3, -13, 13, -2, 29, 0, -0.8, 4, 12
- N#CC(C#N)=NNc1ccc(S(N)(=O)=O)cc1
 : -1, -19, 2, -14, -20, ., 1.4, -5, 0
- Cc1ccc(-c2nc3ccccc3c(=O)n2-c2ccncc2)cc1
 : -1, 8, -15, -1, -4, 2, 3.1, 2, -4
- Cc1c(C(c2ccccc2Cl)c2c(O)c3ccccc3oc2=O)c(=O)n(-c2ccccc2)n1C (configuration not stated)
 : -1, -4, 11, -16, 28, 0, -0.2, 2, -2
- CS(=O)(=O)N1CCCC(C(=O)N2CCC3(CC2)OCCO3)C1 (configuration not stated)
 : -2, -4, -3, -1, -1, 4, 1.2, 1, 7
- CN1C2CCC1/C(=C/c1ccccn1)C(=O)/C2=C\c1ccccn1
 : 100*, 4, -53, 21, 108*, 19, -1.5, 103*, -8
- CCN1CCN(Cc2cc(OC)c(OC)cc2[N+](=O)[O-])CC1
 : 3, 1, 13, 7, 11, 5, -0.9, 4, -3
- CN(C)C(=O)Oc1cccc(NC(=O)N2CCOCC2)c1
 : -4, 3, -6, -10, 9, -4, 1.2, -2, 1
- CCC1(C(=O)c2ccccc2)C2c3ccccc3OC(=O)C21C(C)=O (configuration not stated)
 : -1, -3, 0, -26, 7, ., 1.6, -2, 1
- CCOP(=O)(OCC)C(O)c1ccc2c(c1)OCO2 (configuration not stated)
 : 0, -5, -3, 3, 5, ., 1.1, -2, 2
- CCC(C)N1C(=O)/C(=C\c2ccc(N3CCCCCC3)cc2)C(=O)NC1=S (configuration not stated)
 : -2, 56*, 7, -19, 71*, 2, 1.3, 5, -1
- O=[N+]([O-])c1ccc(N2CCCCC2)c2ncccc12
 : 1, -7, -13, -8, 19, 12, -0.3, 1, 3
- O=C1CN=C(c2ccc(Br)cc2)c2oc3ccccc3c2N1
 : 0, -18, -6, -4, -25, -2, -0.1, 0, -3
- O=C(O)c1ccc(Cl)nc1
 : -2, -15, 6, -9, -24, -5, 0.8, 6, 3
- CC(Cc1ccccc1)NC(N)=O (configuration not stated)
 : 0, -9, -2, 14, -13, ., 0.7, -6, -12
- O=C(OCCN1CCOCC1)C1(c2ccccc2)CCCC1
 : -3, -8, 8, -3, 2, 3, 1.3, 1, 17
- CCN(CC)CCCOC(=O)C(OC(C)C)(c1ccccc1)c1ccccc1
 : -1, -3, -50, 15, 25, 14, 1.4, 2, -26

Arranged by count of non-hydrogen atoms (high to low): six of the compounds above.
Sequence of screens: Ba/F3 V617F tox, p47phox inh, NPY-Y1 PAM-ag, S1P4 antag, CHOP inh, NPY-Y1 antag, S1P4 agonist, BaF3 tox, NPY2 pot ag
- CCN(CC)CCCOC(=O)C(OC(C)C)(c1ccccc1)c1ccccc1
 : -1, -3, -50, 15, 25, 14, 1.4, 2, -26
- CCC(C)N1C(=O)/C(=C\c2ccc(N3CCCCCC3)cc2)C(=O)NC1=S (configuration not stated)
 : -2, 56*, 7, -19, 71*, 2, 1.3, 5, -1
- O=C(OCCN1CCOCC1)C1(c2ccccc2)CCCC1
 : -3, -8, 8, -3, 2, 3, 1.3, 1, 17
- CN(C)C(=O)Oc1cccc(NC(=O)N2CCOCC2)c1
 : -4, 3, -6, -10, 9, -4, 1.2, -2, 1
- O=[N+]([O-])c1ccc(N2CCCCC2)c2ncccc12
 : 1, -7, -13, -8, 19, 12, -0.3, 1, 3
- O=C(O)c1ccc(Cl)nc1
 : -2, -15, 6, -9, -24, -5, 0.8, 6, 3

Screening data from PubChem BioAssay.
